Giardia FBPA inh – blocks Giardia fructose-bisphosphate aldolase activity. A8B2U2. purified Giardia FBPA. Potency, µM (series often up to 59.6 µM), inactives show top-dose activity, negative = inhibition, hits mostly inhibitors. 0.71% of 290,000 active. AID 2451; note: nearly all actives have a fitted effect of over 55% in size
Target sequence (A8B2U2 whole entry, looked up): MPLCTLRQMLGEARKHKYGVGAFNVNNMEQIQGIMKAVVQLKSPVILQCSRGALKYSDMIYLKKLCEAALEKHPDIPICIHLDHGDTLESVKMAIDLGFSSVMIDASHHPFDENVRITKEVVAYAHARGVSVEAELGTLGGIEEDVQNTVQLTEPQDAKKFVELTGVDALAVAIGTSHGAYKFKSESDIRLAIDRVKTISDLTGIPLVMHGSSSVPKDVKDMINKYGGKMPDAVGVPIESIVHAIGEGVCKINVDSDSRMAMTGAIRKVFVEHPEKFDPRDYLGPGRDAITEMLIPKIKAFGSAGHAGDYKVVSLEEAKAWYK
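40 nM FBPA preincubated 10 min at RT with compound (up to 57.5 uM final), then substrate plus GAPDH/TPI/NAD/arsenate coupling and diaphorase/resazurin added. Fluorescence read after 20 min at RT, 525/598 nm.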
Pf growth 48h – inhibits P. falciparum growth in the first generation, 48 h; P. falciparum luciferase growth in erythrocytes, 48 h; 5.9% of 310,000 active; Potency, µM (series often up to 28.7 µM), for the others: at the highest dose activity change, negative = inhibition, hits mostly inhibitors
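Compounds are pin-transferred into medium, infected erythrocytes (2% hematocrit, 0.1% parasitemia final) are added, and plates sit one parasite generation at 37 C in 5% CO2. Detection reagent is then added and luminescence measured.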
Sm TGR block – S. mansoni TGR enzyme inhibition. Q962Y6. purified TGR, DTNB reduction, TNB absorbance 405 nm. Potency, µM (top dose mostly 114 µM), inactives show at the top dose activity change, negative = inhibition, most hits filed as inhibitors. 3% of 360,000 active. AID 485364; note: nearly all actives have a fitted effect of over 60% in size
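TGR 20 nM + NADPH 100 uM (dispensed conc.), cpd preinc 15 min RT; start with NADPH (500 uM addition) then DTNB (15 mM addition). Kinetic TNB absorbance, 405 nm filter. Four-parameter Hill fit across titration.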
Pf growth 96h – P. falciparum growth inhibition at 96 hour, primary screen for plastid delayed-death inhibitors | Potency, µM (highest dose often 28.7 µM), for the others: top-dose activity change, negative = inhibition, most hits filed as inhibitors | P. falciparum luciferase reporter growth, 96 h | 6.9% of 320,000 active
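Compounds incubated with erythrocytes infected by luciferase-expressing P. falciparum (2% hematocrit, 0.05% parasitemia final) for 96 hours, 37 C in 5% CO2. Growth inhibition scored as decreased luciferase luminescence.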
Active calls of the source: *; ? = inconclusive; nt = no result given; & = joins results of further samples; [ ] = another dose, or the depositor's remark. Calls come from the whole dose curve; as a rule, active = well fitted curve in the direction sought with a large enough effect; inconclusive = small, poorly fitted or top-dose-only effect, or another doubt; inactive = no such curve, though single readings can be large; an effect the other way counts as inactive or inconclusive. % is set by controls: 0 for no effect and ±100 for the full control effect; potency is the fitted concentration of half-maximal effect. Only part of the results is shown. The share of hits here may be higher or lower than overall.

The first 14 entries (preview)
Letters: A = Giardia FBPA inh; B = Pf growth 48h; C = Sm TGR block; D = Pf growth 96h
COC(=O)C1=CO[C@@H](O[C@H]2OC(CO)C(O)C(O)C2O)C2C1CC(O)C2C (some centres not stated)
  A: -5.1% | B: nt | C: nt | D: nt
CC(CCC(=O)O)C1CCC2C3C(O)C[C@@H]4CC(O)CC[C@@]4(C)C3CC[C@@]12C (some centres not stated)
  A: 19.6%&22.2% | B: nt | C: nt | D: nt
Cc1ccccc1OC[C@H](O)CO
  A: 1.1%[21.7 µM] | B: nt | C: nt | D: nt
COc1cc(O)c2c(=O)cc(-c3ccc(OC)c(-c4c(O)cc(O)c5c(=O)cc(-c6ccc(O)cc6)oc45)c3)oc2c1
  A: 3.6% | B: nt | C: nt | D: nt
CC(=O)C1CCC2C3CC(C)C4=CC(=O)CC[C@@]4(C)C3C(O)C[C@@]12C (some centres not stated)
  A: 5.6% | B: nt | C: nt | D: nt
O=C1c2ccc(O)c(O)c2C(=O)c2c(O)ccc(O)c21
  A: ? | B: nt | C: nt | D: nt
O=c1cc(-c2ccc(O)cc2)oc2cc(OC3OC(CO)C(O)C(O)[C@H]3O[C@@H]3OC[C@@](O)(CO)C3O)cc(O)c12 (some centres not stated)
  A: -19.1% | B: nt | C: nt | D: nt
C[C@H](CCC(=O)O)[C@H]1CC[C@H]2[C@H]3C(CC[C@]12C)[C@@]1(C)CC[C@@H](O)C[C@H]1C[C@H]3O (some centres not stated)
  A: 25.6% | B: nt | C: nt | D: nt
C[C@@H](N)C1CCC(C(=O)Nc2ccncc2)CC1 (some centres not stated)
  A: -3.1%&-7.8% | B: nt | C: nt | D: nt
O=C(O)[C@H]1[C@H]2C[C@H]3c4[nH]c5ccccc5c4CCN3C[C@@H]2CC[C@@H]1O
  A: -27.8% | B: nt | C: nt | D: nt
C=CC1=C(C(=O)O)N2C(=O)C(NC(=O)/C(=N\O)c3csc(N)n3)C2SC1 (configuration not stated)
  A: ? | B: nt | C: nt | D: nt
C[C@H]1c2cccc(O)c2C(O)=C2C(=O)[C@]3(O)C(O)=C(C(N)=O)C(=O)C(N(C)C)[C@@H]3[C@@H](O)C21 (some centres not stated)
  A: ? | B: nt | C: nt | D: nt
O=c1cc(-c2ccc(O)cc2)oc2cc(O[C@H]3OC(CO)C(O)C(O)C3O)cc(O)c12 (some centres not stated)
  A: -1.8% | B: nt | C: nt | D: nt
CC(=O)O[C@@]1(C(C)=O)CCC2C3C=C(Cl)C4=CC(=O)C5CC5[C@@]4(C)C3CC[C@]21C (some centres not stated)
  A: 2.4% | B: nt | C: nt | D: nt

This part in full, repeating the preview:
Letters: A = Giardia FBPA inh; B = Pf growth 48h; C = Sm TGR block; D = Pf growth 96h
COC(=O)C1=CO[C@@H](O[C@H]2OC(CO)C(O)C(O)C2O)C2C1CC(O)C2C (some centres not stated)
  A: -5.1% | B: nt | C: nt | D: nt
CC(CCC(=O)O)C1CCC2C3C(O)C[C@@H]4CC(O)CC[C@@]4(C)C3CC[C@@]12C (some centres not stated)
  A: 19.6%&22.2% | B: nt | C: nt | D: nt
Cc1ccccc1OC[C@H](O)CO
  A: 1.1%[21.7 µM] | B: nt | C: nt | D: nt
COc1cc(O)c2c(=O)cc(-c3ccc(OC)c(-c4c(O)cc(O)c5c(=O)cc(-c6ccc(O)cc6)oc45)c3)oc2c1
  A: 3.6% | B: nt | C: nt | D: nt
CC(=O)C1CCC2C3CC(C)C4=CC(=O)CC[C@@]4(C)C3C(O)C[C@@]12C (some centres not stated)
  A: 5.6% | B: nt | C: nt | D: nt
O=C1c2ccc(O)c(O)c2C(=O)c2c(O)ccc(O)c21
  A: ? | B: nt | C: nt | D: nt
O=c1cc(-c2ccc(O)cc2)oc2cc(OC3OC(CO)C(O)C(O)[C@H]3O[C@@H]3OC[C@@](O)(CO)C3O)cc(O)c12 (some centres not stated)
  A: -19.1% | B: nt | C: nt | D: nt
C[C@H](CCC(=O)O)[C@H]1CC[C@H]2[C@H]3C(CC[C@]12C)[C@@]1(C)CC[C@@H](O)C[C@H]1C[C@H]3O (some centres not stated)
  A: 25.6% | B: nt | C: nt | D: nt
C[C@@H](N)C1CCC(C(=O)Nc2ccncc2)CC1 (some centres not stated)
  A: -3.1%&-7.8% | B: nt | C: nt | D: nt
O=C(O)[C@H]1[C@H]2C[C@H]3c4[nH]c5ccccc5c4CCN3C[C@@H]2CC[C@@H]1O
  A: -27.8% | B: nt | C: nt | D: nt
C=CC1=C(C(=O)O)N2C(=O)C(NC(=O)/C(=N\O)c3csc(N)n3)C2SC1 (configuration not stated)
  A: ? | B: nt | C: nt | D: nt
C[C@H]1c2cccc(O)c2C(O)=C2C(=O)[C@]3(O)C(O)=C(C(N)=O)C(=O)C(N(C)C)[C@@H]3[C@@H](O)C21 (some centres not stated)
  A: ? | B: nt | C: nt | D: nt
O=c1cc(-c2ccc(O)cc2)oc2cc(O[C@H]3OC(CO)C(O)C(O)C3O)cc(O)c12 (some centres not stated)
  A: -1.8% | B: nt | C: nt | D: nt
CC(=O)O[C@@]1(C(C)=O)CCC2C3C=C(Cl)C4=CC(=O)C5CC5[C@@]4(C)C3CC[C@]21C (some centres not stated)
  A: 2.4% | B: nt | C: nt | D: nt
CCCNC(=O)C1CCC(Cn2c(=O)c3sccc3n(CC(=O)NCc3ccccc3)c2=O)CC1 (configuration not stated)
  A: nt | B: nt | C: 7.3% | D: nt
COc1ccc(CCNc2nc(SCc3ccccc3Cl)nc3ccccc23)cc1OC
  A: nt | B: nt | C: 4.1% | D: nt
Cc1ccc(C)c(NC(=O)Cn2cc(C(=O)c3ccco3)c3ccccc32)c1
  A: nt | B: nt | C: -1.8% | D: nt
Cc1[nH]n2c(=O)cc(-c3ccc(Cl)cc3)nc2c1-c1ccccc1
  A: nt | B: nt | C: -8.3% | D: nt
COc1cc(C(c2c(C)[nH][nH]c2=O)c2c(C)[nH][nH]c2=O)ccc1OC(=O)c1ccccc1F
  A: nt | B: nt | C: 0.1% | D: nt
CCOCCCNC(=O)C(=O)Nc1c2c(nn1-c1ccc(OC)cc1)CSC2
  A: nt | B: nt | C: -2.1% | D: nt
CCc1nnc(NC(=O)CSc2nc3c([nH]c4ccccc43)c(=O)n2-c2ccc(OC)cc2)s1
  A: nt | B: nt | C: -1.4% | D: nt
CCOC(=O)N1CCc2c(sc3c2c(=O)n(Cc2ccccc2)c(=O)n3CC(=O)Nc2ccc(F)cc2)C1
  A: nt | B: nt | C: 4.7% | D: nt
COc1ccc(CNC(=O)C2CCCN(c3nnc(C)c4c(C)n(-c5ccc(C)cc5)nc34)C2)cc1 (configuration not stated)
  A: nt | B: nt | C: -1.8% | D: nt
COc1ccc(-n2ccn(CC(=O)Nc3ccc(C)c(C)c3)c(=O)c2=O)cc1OC
  A: nt | B: nt | C: -11.1% | D: nt
COc1ccc(CC(=O)NCC(c2cccs2)S(=O)(=O)c2ccc(Cl)cc2)cc1 (configuration not stated)
  A: nt | B: nt | C: 11.2µM* | D: nt
O=C(NCc1ccco1)c1ccc2c(c1)N(Cc1cccc(Cl)c1)C(=O)c1ccccc1S2=O (configuration not stated)
  A: nt | B: nt | C: 4.3% | D: nt
O=C(CC1N=C2c3ccccc3N=C(SCc3ccc(F)cc3)N2C1=O)NC1CCCCC1 (configuration not stated)
  A: nt | B: nt | C: 6.5% | D: nt
CCN1CCN(CCCNC(=O)c2cc3c(s2)-c2c(C)cccc2OC3)CC1
  A: nt | B: nt | C: -7.5% | D: nt
Cc1ccc(S(=O)(=O)NC(=O)NC2CCCCCCC2)cc1
  A: nt | B: 4.4% | C: nt | D: -14.0%
Cn1c(O)c(N=NC(N)=S)c2ccccc21
  A: nt | B: ? | C: nt | D: 12µM*
Cc1oc(=O)oc1CN1CCN(c2cc3c(cc2F)c(=O)c(C(=O)O)c2n3C(C)S2)CC1 (configuration not stated)
  A: nt | B: 2.39µM* | C: nt | D: 1.69µM*
CCC1Nc2cc(Cl)c(S(N)(=O)=O)cc2S(=O)(=O)N1 (configuration not stated)
  A: nt | B: -2.0% | C: nt | D: 1.3%
Cc1nc(-c2ccc(Cl)cc2)oc1COC(C)(C)C(=O)O
  A: nt | B: 3.1% | C: nt | D: ?
CC(=O)Nc1ccc(C(=O)O)cc1
  A: nt | B: 1.9% | C: nt | D: 7.9%
CC(O)CN(C)C (configuration not stated)
  A: nt | B: -10.4% | C: nt | D: -14.3%
Cn1c(=O)c2[nH]c(Br)nc2n(C)c1=O
  A: nt | B: -12.2% | C: nt | D: -8.1%
COc1ccc(C(=O)NCc2ccc(OCCN(C)C)cc2)cc1OC
  A: nt | B: 1.2% | C: nt | D: -4.0%
CCOc1ccccc1C(N)=O
  A: nt | B: 2.1% | C: nt | D: 2.9%
O=C(O)c1ccc[n+]([O-])c1
  A: nt | B: -7.0% | C: nt | D: 1.4%
Cc1cc(NS(=O)(=O)c2ccc(N)cc2)nc(C)n1
  A: nt | B: -0.7% | C: nt | D: 2.4%
Cc1c(C(=O)NCCO)[n+](=O)c2ccccc2n1[O-]
  A: nt | B: -8.4% | C: nt | D: -30.0%
O=C(CS(=O)Cc1ccco1)NCC=CCOc1cc(CN2CCCCC2)ccn1 (configuration not stated)
  A: nt | B: -10.7% | C: nt | D: -22.3%
Cc1cc(CC(C)CC(C)(C)C)n(O)c(=O)c1 (configuration not stated)
  A: nt | B: 4.78µM* | C: nt | D: 3.01µM*

Assay outcomes: PubChem BioAssay, National Center for Advancing Translational Sciences (NCATS)
